# ERG-DNA inh – inhibitors of human ERG Ets domain-DNA interaction; P11308; fluorescence polarization, His-ERG Ets domain / labelled DNA; Potency, µM (titrated, usually from 76.9 µM), inactives show at the highest dose FP activity, negative = inhibition, hits mostly inhibitors; 370,000 compounds, 0.028% hits; active means well fitted inhibition curve with a large enough effect in the polarisation, with a control signal flat; inconclusive means small, poorly fitted or top-dose-only effect, or effect the other way, or a change in a side signal; inactive means no such curve, though single readings can be large or run the other way; the % refers to the polarisation;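 further: polarization taken with two DNA probes labelled with fluorescein and Texas red; potency means the concentration at half of the fitted maximal effect; % of control where 0% means no effect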
# Target sequence (P11308 whole entry, looked up, the tested form may be a part): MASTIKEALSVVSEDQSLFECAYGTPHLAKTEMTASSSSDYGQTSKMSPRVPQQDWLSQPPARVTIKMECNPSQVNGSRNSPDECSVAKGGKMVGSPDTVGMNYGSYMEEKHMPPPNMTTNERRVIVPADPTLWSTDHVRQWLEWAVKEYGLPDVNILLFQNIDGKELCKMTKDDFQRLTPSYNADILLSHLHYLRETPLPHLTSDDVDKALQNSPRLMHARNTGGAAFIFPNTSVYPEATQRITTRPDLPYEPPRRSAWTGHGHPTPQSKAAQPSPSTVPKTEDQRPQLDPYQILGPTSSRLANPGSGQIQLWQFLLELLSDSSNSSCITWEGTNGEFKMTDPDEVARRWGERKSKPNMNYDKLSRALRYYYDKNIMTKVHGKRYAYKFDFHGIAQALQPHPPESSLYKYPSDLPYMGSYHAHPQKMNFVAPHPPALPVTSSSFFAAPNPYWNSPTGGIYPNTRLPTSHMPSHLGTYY
#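 His-tagged ERG Ets domain (1 uM in the protein solution; 300mM KCl, 50mM Tris-HCl, 1mM EDTA, 1mM DTT, pH 7.5) received compound, then a probe mix of 5 nM fluorescein-DNA and 100nM Texas-615-DNA. Fluorescence polarization was read for both dyes.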
# JMJD2A Tudor – blocks the human JMJD2A Tudor domain | O75164 | AlphaScreen JMJD2A-Tudor / H3K4me3 peptide binding | Potency, µM (highest dose often 114 µM), for inactives: at the top dose activity change, negative = inhibition, usual class: inhibitors | 390,000 compounds, 4.4% hits | AID 504339; further: potency means the concentration at half of the fitted maximal effect; on the % scale 0 is the no-effect control and ±100 the full control effect; nearly all actives have a fitted effect of over 50% in size
# PGK inhibitor – T. brucei PGK inhibition; P07378; PGK/GAPDH coupled, Kinase-Glo luminescence, 60 min; Potency, µM (titrated, usually from 57.5 µM), inactives show top-dose activity change, negative = inhibition, actives largely listed as inhibitors; 380,000 compounds, 0.043% hits; AID 602233; further: potency means the concentration at half of the fitted maximal effect; on the % scale 0 is the no-effect control and ±100 the full control effect; nearly all actives have a fitted effect of over 60% in size
# Target sequence (P07378 whole entry, looked up): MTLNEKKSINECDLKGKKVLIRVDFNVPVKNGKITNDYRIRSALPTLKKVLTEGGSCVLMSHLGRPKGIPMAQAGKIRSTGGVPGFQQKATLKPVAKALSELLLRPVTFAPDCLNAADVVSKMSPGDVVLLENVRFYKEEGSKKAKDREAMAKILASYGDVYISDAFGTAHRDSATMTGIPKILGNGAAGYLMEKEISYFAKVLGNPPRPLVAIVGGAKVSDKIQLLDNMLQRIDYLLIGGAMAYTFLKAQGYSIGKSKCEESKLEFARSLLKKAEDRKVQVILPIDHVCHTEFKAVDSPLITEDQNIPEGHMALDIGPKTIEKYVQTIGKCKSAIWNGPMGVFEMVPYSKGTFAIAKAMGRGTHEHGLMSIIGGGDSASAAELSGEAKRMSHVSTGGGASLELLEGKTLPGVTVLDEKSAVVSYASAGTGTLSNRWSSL
#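 Recombinant glycosomal PGK reaction used 1,3-bisphosphoglycerate generated in-well by GAPDH (100nM final) in 100mM TEA pH 7.6, 5mM MgCl2, 0.01% Tween-20. After 60 minutes at room temperature, ATP was read by Kinase-Glo Plus luminescence end-point.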
# HP1b chromo inh – inhibitors of HP1-beta chromodomain binding to methylated histone tails; P83916; AlphaScreen HP1-beta / biotin-H3K9me3 peptide binding; Potency, µM (doses to about 114 µM), for inactives: at the top dose activity change, negative = inhibition, hits mostly inhibitors; 390,000 compounds, 0.56% hits; AID 540317; further: potency means the concentration at half of the fitted maximal effect; nearly all actives have a fitted effect of over 70% in size; inactives centre near 23
#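 AlphaScreen: HP1-beta (50 nM) preformed 30 min with biotin-H3(1-18)K9me3 peptide (50 nM) in PBS pH 7.4, 0.01% Tween-20. Compound added for 30 min at RT, then streptavidin donor/nickel chelate acceptor beads (10 ug/mL) for 30 min.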
# PI4K2A inh – PI4K2A (human) kinase inhibition. AID 1346378. activity change, negative = inhibition, % at 76.9 µM. 420,000 compounds, 0.13% hits. Q9BTU6. purified PI4K2A, ADP-Glo luminescence, 1 h; active compounds read low; in the data active means activity change below about -50%; inconclusive means mostly about -30% to -49%;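 further: -100% = wells without enzyme as full effect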
#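 ADP-Glo luminescence measured ADP generated by PI4K2A enzyme (4 ug/mL before mixing) with 1.2 mM PI substrate (pre-mix) and 300 microM ATP (pre-mix). Tris pH7.5 buffer with MgCl2, Triton X-100; 1 h reaction at ambient temperature.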
# G9a inh – G9a (human) methyltransferase inhibition; G9a H3K9 monomethylation, AlphaScreen, 2 h; Potency, µM (top dose mostly 102 µM), inactives show top-dose activity, negative = inhibition, usual class: inhibitors; 350,000 compounds, 8.8% hits; AID 504332; further: potency means the concentration at half of the fitted maximal effect; on the % scale 0 is the no-effect control and ±100 the full control effect; nearly all actives have a fitted effect of over 75% in size
#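 Readings reflect AlphaScreen signal from monomethyl-H3K9 antibody detection. HMT at 20 nM; substrate b-H3K9 500 nM; cofactor SAM 20 uM; 2 h RT reaction; compounds tested as titrations in qHTS with 15 min preincubation.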
# BAZ2B inh – blocks human BAZ2B; AlphaScreen BAZ2B-H3K14Ac peptide displacement; Potency, µM (doses to about 114 µM), for the others: top-dose activity change, negative = inhibition, most hits filed as inhibitors; 360,000 compounds, 4.4% hits; further: potency means the concentration at half of the fitted maximal effect; on the % scale 0 is the no-effect control and ±100 the full control effect; nearly all actives have a fitted effect of over 60% in size
#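 BAZ2B (50 nM) with biotin-H3(5-23)K14Ac peptide (50 nM) in PBS pH 7.4, 0.01% Tween-20, preformed 30 min, then compound 30 min at room temperature; top concentration 110uM. AlphaScreen streptavidin donor/nickel chelate acceptor beads (10 ug/mL final), 20 min dark, signal read.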
# Pin1 inh – human Pin1 inhibition; Pin1 FP peptide displacement, HiFluor488, 10 min; Q13526; 390,000 compounds, 0.009% hits; Potency, µM (highest dose often 115 µM), for the others: at the highest dose activity, negative = inhibition, actives largely listed as inhibitors; active means well fitted inhibition curve with a large enough effect in the polarisation, with a control signal flat, not every such curve was filed as active; inconclusive means small, poorly fitted or top-dose-only effect, or effect the other way, or a change in a side signal; inactive means no such curve, though single readings can be large or run the other way; the % refers to the polarisation; further: potency means the concentration at half of the fitted maximal effect; on the % scale 0 is the no-effect control and ±100 the full control effect
# Target sequence (Q13526 whole entry, looked up): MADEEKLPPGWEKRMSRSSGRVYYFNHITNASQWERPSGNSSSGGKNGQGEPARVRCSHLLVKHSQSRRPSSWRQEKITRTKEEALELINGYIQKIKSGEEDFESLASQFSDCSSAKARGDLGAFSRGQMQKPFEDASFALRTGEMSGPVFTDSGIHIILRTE
# GLS inhibitor – blocks human kidney-isoform glutaminase activity | AID 624170 | GLS enzymatic activity, qHTS titration | Potency, µM (doses to about 45.5 µM), without a hit: at the top dose activity change, negative = inhibition, actives largely listed as inhibitors | O94925 | 410,000 compounds, 0.21% hits; further: potency means the concentration at half of the fitted maximal effect; on the % scale 0 is the no-effect control and ±100 the full control effect
#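 Compounds were pin-transferred onto hKGA, after which L-glutamine (1 mM solution) and a detection mix of glutamate oxidase, HRP and Amplex Red were added. Initial and 30 min RT fluorescence reads were collected.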
# The depositor's hits bear a star; i = inactive; u = inconclusive; x = not tested or not shown; [ ] = another dose, or the depositor's remark. Unless noted, the call rests on the fitted dose curve; in most records, active means well fitted curve in the direction sought with a large enough effect; inconclusive means small, poorly fitted or top-dose-only effect, or another doubt; inactive means no such curve, though single readings can be large; an effect the other way counts as inactive or inconclusive.
# Values run as follows: ERG-DNA inh, JMJD2A Tudor, PGK inhibitor, HP1b chromo inh, PI4K2A inh, G9a inh, BAZ2B inh, Pin1 inh, GLS inhibitor
COc1ccc(-n2c(N)cc(=O)[nH]c2=O)cc1
  4.9%, -6.2%, i, 15.5%, 0.4, 2.6%, -1.6%, -4.3%, 0.9%
CC(C)C[C@H]1CNC(=S)N1CC1CCCN1C[C@H](Cc1ccccc1)N1C[C@H](Cc2ccc(O)cc2)N(CC2CCCCCC2)C1=S (stereo partly specified)
  -8.9%, -32.4%, -0.5%, 39.8%[activator], -0.5, x, x, 0.7%, 13.4%
COc1cc(/C=C/C(=O)O)cc(S(=O)(=O)Nc2cccc(S(=O)(=O)N3CCOCC3)c2)c1OC
  10.4%, -11.2%, -2.2%, 0.0%, -1.6, 0.1%[12.7 µM], -5.9%, -4.9%, 4.1%
CC1=NN(C(C#N)c2ccc(F)cc2)C(c2ccccc2)C1 (stereo unspecified)
  2.1%, 2.1%, 4.9%, 57.0%[activator], 1.2, -19.9%, -14.6%, 4.1%, 0.3%
Cc1ccc(S(=O)(=O)Oc2cccc(/C=N/n3cnnc3)c2)cc1
  -0.3%, -6.7%, -4.1%, 4.0%, -6.6, 11.2%[59 µM], 2.7%, -5.5%, -11.0%
CN(C)c1ccccc1C(=O)c1ccccc1N(C)C
  4.8%, u, 14.2%, -20.7%, 4.4, -49.4%[2.33 µM], -34.5%, 1.0%, 40.7%[activator]
CCOC(=O)N1CCN(C(=O)COC(=O)c2ccc([N+](=O)[O-])cc2Cl)CC1
  -23.0%, -0.3%, -7.6%, 25.7%, -0.2, -2.3%, 5.4%, -9.2%, -14.2%
O=C(Nc1ccc(N2CCN(C(=O)c3ccc(Cl)cc3)CC2)cc1)c1cccnc1
  -15.9%, -9.8%, -7.1%, 11.7%, 5.9, -8.7%[12.7 µM], -2.1%, 2.3%, 52.3%[activator]
Cc1ccccc1-c1nnn(CC(=O)N2CCN(S(=O)(=O)c3ccc(Cl)cc3)CC2)n1
  15.3%, -14.3%, i, 17.3%, 7.1, -18.9%[59 µM], -2.6%, -3.8%, -0.3%
COc1ccc(C(=O)NC2CC3CCCC(C2)N3CC(C)C)cc1 (stereo unspecified)
  -1.5%, -8.2%, i, 29.8%, -2.9, 11.8%, 6.5%, -1.3%, 4.8%
CC(C)CN1CCC(=O)N(CCC#N)CC1
  -4.5%, -17.9%, 3.5%, 25.8%, 1.5, 2.7%, -1.9%, -8.7%, 3.1%
CN(C)c1ccc(NC(=O)CN2CCC(N3CCCCC3)CC2)cc1
  11.7%, u, i, u, -2.7, 2.24µM*, 44.7µM*, -12.5%, 60.4%[activator]
Oc1ccc(CNc2ccccc2O)cc1
  -2.1%, u, -2.1%, 50.1µM*, -2.5, u, 44.7µM*, u, 32.9%[activator]
Cc1ccc(F)cc1NC(=O)CN1CCN(c2ccccn2)CC1
  -0.7%, -14.7%, i, 15.8%, 2.6, 3.8%, -3.2%, 3.2%, 1.4%
Cc1cccc(C)c1NC(=O)CNC(=O)Cc1ccc(Br)cc1
  18.9%, -10.2%, -6.8%, 49.4%[activator], 2.1, -3.8%, x, 1.4%, 4.1%
COC(=O)Cn1c(=NC(=O)C(C)C)sc2c(C)cc(C)cc21
  13.8%, 0.0%, 9.8%, 38.4%, 0.3, -4.8%[59 µM], -4.6%, 0.3%, 0.6%
CCC(=O)N1CCCc2cc(S(=O)(=O)N3CCCc4ccccc43)ccc21
  7.0%, -1.6%, -4.0%, 48.5%, 2.9, -4.3%[12.7 µM], 8.0%, 11.6%, 2.6%
Cc1cc(C)n(Cc2ccc(Cl)c(Cl)c2)c(=O)c1S(=O)(=O)c1ccccc1
  -5.0%, -5.5%, 0.1%, 41.3%[activator], 2.5, 28.6%[59 µM], 2.3%, -9.6%, 9.0%
CCOc1ccc(Nc2nc(Cl)nc(N3CCN(c4ccc(OC)cc4)CC3)n2)cc1
  1.4%, 44.7µM*, 6.4%, u, 2.9, 12.6µM*, 8.91µM*, 0.5%, 15.1%
Cc1ccc(NC(=O)[C@H](NC(=O)[C@@H]2Cc3ccccc3CN2)c2ccccc2)c(C)c1
  2.3%, -4.0%, -1.6%, 42.5%, 5.4, x, -20.1%, 3.6%, -6.3%
COc1ccc(C)cc1NC(=O)C(Sc1nnc(-c2ccncc2)n1-c1ccc(Cl)cc1)c1ccccc1 (stereo unspecified)
  -1.6%, -31.9%, -10.5%, -14.0%, -4.6, u, u, 37.4%[activator], 0.0%
CN(CCCNC(=O)c1cccn2c(=O)c3ccccc3nc12)Cc1ccccc1
  6.9%, -9.9%, i, 38.4%, -0.6, x, 9.3%, 24.1%, -3.1%
CC(=O)Nc1ccc(S(=O)(=O)Nc2ccccc2N2CCOCC2)cc1
  -6.2%, u, -1.2%, 24.0%, 2.5, 6.4%[12.7 µM], -20.2%, 1.6%, 17.4%
Cc1ccc(N2CN=c3s/c(=C\c4cccnc4)c(=O)n3C2)cc1
  9.6%, -8.7%, 5.0%, 40.0%, -2.3, 8.2%, -5.0%, -5.2%, u
NC(=O)C1CCN(C(=O)c2cccc(S(=O)(=O)N3CCc4ccccc4C3)c2)CC1
  12.3%, -0.3%, 5.8%, 16.1%, -2.0, -11.6%, -17.9%, 6.8%, -1.9%
CCOC(=O)Cc1csc(NS(=O)(=O)c2ccc(OC)cc2)n1
  -11.8%, -7.7%, 0.7%, 21.5%, -1.1, -0.1%, -31.3%, -0.2%, 6.4%
COc1cccc(NC(=O)c2ccc(S(=O)(=O)N(C)C)cc2)c1
  -4.8%, 11.4%, -2.0%, 30.3%, 8.3, -39.2%, x, -2.0%, -8.0%
CCOC(=O)N1CCN(S(=O)(=O)c2ccc(C(=O)N(CCCN(C)C)c3nc4c(F)cc(F)cc4s3)cc2)CC1
  -5.0%, -28.3%, i, 14.7%, 1.6, u, -33.3%, -2.5%, 2.9%
COc1ccc(Cn2c(-c3ccc(Br)cc3)c[n+]3ccccc23)cc1
  2.4%, -12.0%, -1.8%, 18.7%, -1.4, 3.5%[59 µM], -3.3%, -3.9%, 1.6%
Cc1cc(C)cc(NC(=O)N2CCC(CN3CCOCC3)CC2)c1
  -1.5%, -23.4%, -2.6%, 25.9%, -2.9, 1.5%[59 µM], 2.4%, 1.6%, -9.0%

# Values run as follows: ERG-DNA inh, JMJD2A Tudor, PGK inhibitor, HP1b chromo inh, PI4K2A inh, G9a inh, BAZ2B inh, Pin1 inh, GLS inhibitor
CCOC(=O)c1ccccc1NC(=O)Cn1cc(C(=O)c2cccc(OC)c2)c(=O)c2ccc(C)nc21
  2.7%, -24.7%, -0.3%, 23.9%, -3.6, -49.0%[59 µM], -0.5%, 75.0%[activator], 0.6%
C[C@H]1CN([C@@H](C)CO)C(=O)Cc2cc(NC(=O)CCC(F)(F)F)ccc2O[C@H]1CN(C)Cc1ccc(-c2ccccc2)cc1
  6.5%, u, 2.4%, 9.2%, -3.1, x, x, -1.4%, 4.1%
CCOc1ccc(/C(O)=C2/C(=O)C(=O)N(CC3CCCO3)C2c2ccco2)cc1 (stereo unspecified)
  0.3%, 79.4µM*, 2.6%, 17.7%, 4.8, u, 2.0%, 6.8%, 2.0%
COc1ccc(NC(=O)Cn2c(=O)oc3cc(S(=O)(=O)N4CCCCC4C)ccc32)cc1 (stereo unspecified)
  -14.7%, -7.4%, 1.9%, 32.6%, 1.5, 6.3%[59 µM], -2.1%, 0.3%, 3.4%
COC(=O)c1ccc2ncccc2c1
  2.5%, u, 2.6%, 11.0%, 1.9, -42.0%[12.7 µM], 8.7%, -2.4%, 6.4%
NS(=O)(=O)c1ccc(CCNC(=O)COC(=O)C2COc3ccccc3O2)cc1 (stereo unspecified)
  12.7%, -11.5%, i, 30.7%[activator], -2.0, x, x, 1.3%, 1.6%
Cc1ccc(S(=O)(=O)NC(CC(C)C)C(=O)N2CC(C)OC(C)C2)cc1 (stereo unspecified)
  -3.9%, -13.9%, -10.7%, 18.6%, -1.6, x, -3.4%, -8.4%, 6.5%
Cc1cccc(NC(=O)c2c(C)nn(-c3ccccc3)c2Cl)c1
  10.5%, 5.8%, i, 53.4%[activator], 3.1, 67.1%[activator], -1.1%, 1.6%, -7.6%
CC(C)CNS(=O)(=O)c1ccc(N2CCCCS2(=O)=O)cc1
  -6.8%, 0.0%, i, 44.9%[activator], -0.6, -12.6%[12.7 µM], -1.5%, -6.2%, -6.5%
Cc1cccc(C(=O)Nc2ccccc2-c2nc(-c3ccccc3)no2)c1
  1.6%, -8.6%, 5.1%, 6.1%, 0.2, -17.0%[59 µM], -34.2%, 12.2%, -10.4%
Cc1ccc(NC(=O)c2ccc(S(=O)(=O)N3CCCCC3)cc2)cc1
  -2.8%, -15.4%, -6.0%, 29.1%, 3.8, 41.3%[activator], 0.6%, -2.8%, -14.0%
Cc1cc(F)ccc1S(=O)(=O)N(C(=O)c1ccncc1)c1ccc(OC(=O)c2ccncc2)cc1
  7.8%, -28.0%, -1.0%, 37.9%, 3.5, u, -32.9%, u, 16.3%
Cc1cc(NC(=O)COn2nnc3ccc(S(C)(=O)=O)cc32)ccc1Br
  -2.5%, u, -8.9%, 36.8%, 4.0, u, -26.3%, -6.7%, -13.2%
CC(=O)c1cccc(NC(=O)NC(C)C2CCCO2)c1 (stereo unspecified)
  -2.4%, -16.0%, -5.8%, 11.0%, 4.8, -30.1%[12.7 µM], -9.9%, -1.2%, -3.5%
